MEKK2 mut-MEK5 = MEK5 binding signal on mutant MEKK2 PB1, primary screen, biochemical, multiplex bead flow cytometry, Alexa488-MEK5; actives 0.35% (n = 290,000); Alexa488-MEK5 binding to MEKK2 mutant; AID 1530, 2009; percent response, % at 10 µM; in the data active means percent response above about 24%, passing the limit was not always enough; further: inactives centre near 1; some results filed as inactive read as strong as hits
CRFBP-R2 agonist = agonists of CRF-BP/CRF-R2 complex, primary screen, cell-based, HEK293, calcium dye fluorescence, uHTS. calcium dye fluorescence (FLIPR); percent of saturating CRF peptide response. activation, % at 13.2 µM. actives 0.46% (n = 350,000);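 active means activation of at least 50%, plus an integration ratio under a set limit after plate pattern correction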;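 further: plate controls were neutral control wells without compound for no effect and CRF at EC100 for full effect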
MEKK2 WT-MEK5 = modulators of MEK5 binding to wildtype MEKK2, primary screen, biochemical, multiplex bead flow cytometry, Alexa488-MEK5; binding response (% of control), % at 10 µM; actives 1.1% (n = 290,000); Alexa488-MEK5 binding to MEKK2 WT; actives lie on both sides; in the data active means binding response below about 67% or above about 130%
CRFBP-R2 block = antagonists of CRF-BP/CRF-R2 complex, primary screen, cell-based, HEK293, calcium dye fluorescence, uHTS; CRF-induced calcium fluorescence; actives 0.59% (n = 350,000); inhibition, % at 11.8 µM;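 active means inhibition of the ligand-induced calcium signal above about 50% at the single tested concentration, limit read from the data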
GalR3 antag = GalR3 antagonists in HEK293 cells, primary screen, cell-based, fluorescence readout; Galanin receptor type 3 (Homo sapiens), O60755; HEK293 GalR3-CNG cAMP membrane potential fluorescence; galR3 body fused to GalR1 C-terminus; inhibition, % at 3 µM; actives 0.44% (n = 360,000);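 active means inhibition above the screen-wide average plus 3 SD, cut at about 13% in these data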;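 further: forskolin and galanin both at EC90 stimulate the cells; cAMP rise reported by CNG channel membrane potential dye signal; 0% = forskolin plus galanin with DMSO and 100% = forskolin alone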
Target sequence (O60755 1-299 limits assumed): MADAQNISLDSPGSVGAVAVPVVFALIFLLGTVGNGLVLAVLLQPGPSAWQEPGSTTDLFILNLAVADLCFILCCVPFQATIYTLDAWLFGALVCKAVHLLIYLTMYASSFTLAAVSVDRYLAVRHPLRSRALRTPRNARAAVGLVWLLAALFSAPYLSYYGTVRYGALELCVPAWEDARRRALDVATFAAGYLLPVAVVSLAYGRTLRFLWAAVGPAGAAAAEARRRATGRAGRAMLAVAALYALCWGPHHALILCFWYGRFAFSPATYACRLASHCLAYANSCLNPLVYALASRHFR
HCV NS3 hel inh = inhibitors of HCV NS3 helicase, primary screen, biochemical, Cy5 molecular beacon fluorescence; Hepatitis C virus NS3 helicase; NS3 helicase DNA unwinding; inhibition, % at 10.9 µM; actives 0.56% (n = 290,000); AID 1800, 2009;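 active means inhibition above the mean of all tested compounds plus 3 SD, set per campaign, cut at about 35% in these data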;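 further: 0% = DMSO wells and 100% = thioflavine S control wells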
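Measured by: Cy5 fluorescence, 0 and 60 min reads / Assay system: NS3 helicase fragment of HCV / Control set: low DMSO, high thioflavine S at 110 µM / Times: 1 h reaction at 25 °C, ATP-initiated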
UBC9 SUMO inh = inhibitors of in vitro SUMOylation cascade, primary screen, biochemical, HTRF, uHTS; SUMO-conjugating enzyme UBC9 (Homo sapiens), P63279; HTRF SUMOylation assay, SAE1/SAE2 + UBC9; inhibition, % at 35 µM; actives 0.36% (n = 290,000); AID 2006, 2009; in the data active means inhibition above about 50%, passing the limit was not always enough; further: strong numbers were not always called active
Target sequence (P63279 whole entry, looked up): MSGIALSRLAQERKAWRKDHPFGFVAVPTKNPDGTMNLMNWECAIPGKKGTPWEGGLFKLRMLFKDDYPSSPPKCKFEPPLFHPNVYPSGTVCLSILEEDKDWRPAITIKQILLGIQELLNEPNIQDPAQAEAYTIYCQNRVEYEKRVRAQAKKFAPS
FID counter = compounds displacing fluorescent DNA intercalator, primary screen, artefact control for HCV NS3 helicase inhibitor project, biochemical, FID fluorescence; inhibition, % at 7.9 µM; actives 0.17% (n = 290,000); DNA fluorescent intercalator displacement; AID 1845, 2009; in the data active means inhibition above about 37%;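 further: 0% = vehicle and 100% = reference compound; higher means more ethidium bromide displaced from hairpin DNA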
MEKK3 PB1 HTS = modulators of MEKK3-MEK5 PB1 binding, primary screen, biochemical, wildtype MEKK3, multiplex bead flow cytometry, Alexa488-MEK5 | Mitogen-activated protein kinase kinase kinase 3 (Homo sapiens), Q99759 | actives 1.4% (n = 290,000) | bead-based flow cytometry, Alexa488-MEK5 binding to MEKK3; actives lie on both sides; 0 = blocked by unlabeled MEK5, 100 = vehicle | binding response (% of control), % at 10 µM;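 active means binding response more than 3 SD above or below the average of its plate-row segment, actives on both sides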;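 further: Alexa488 bead fluorescence after subtracting the streptavidin-only scavenger bead signal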
Target sequence (Q99759 whole entry, looked up): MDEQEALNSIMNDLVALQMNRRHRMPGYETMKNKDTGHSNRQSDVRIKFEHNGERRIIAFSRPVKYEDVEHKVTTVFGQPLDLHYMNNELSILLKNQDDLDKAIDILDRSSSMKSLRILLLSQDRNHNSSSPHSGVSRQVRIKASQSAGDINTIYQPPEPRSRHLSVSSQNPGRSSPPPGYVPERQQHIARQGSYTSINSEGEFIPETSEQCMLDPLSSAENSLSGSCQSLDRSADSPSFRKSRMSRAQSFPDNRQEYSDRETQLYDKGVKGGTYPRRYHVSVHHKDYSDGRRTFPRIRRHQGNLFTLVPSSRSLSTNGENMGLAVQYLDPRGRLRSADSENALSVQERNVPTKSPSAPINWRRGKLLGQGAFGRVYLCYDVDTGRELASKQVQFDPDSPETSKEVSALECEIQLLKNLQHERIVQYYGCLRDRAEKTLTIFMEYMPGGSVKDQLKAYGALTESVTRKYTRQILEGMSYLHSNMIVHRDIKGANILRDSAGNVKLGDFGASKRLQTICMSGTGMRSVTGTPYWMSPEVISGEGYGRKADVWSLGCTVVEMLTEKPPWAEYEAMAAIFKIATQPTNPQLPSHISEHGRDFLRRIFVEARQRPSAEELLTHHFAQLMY
* = called active by the depositor; x = no result given.

entry | Molecule | MEKK2 mut-MEK5 | CRFBP-R2 agonist | MEKK2 WT-MEK5 | CRFBP-R2 block | GalR3 antag | HCV NS3 hel inh | UBC9 SUMO inh | FID counter | MEKK3 PB1 HTS
1 | Cc1ccc(-c2nnn(CC(=O)N3CCCCC3)n2)cc1 | 0 | -2.7 | 101 | 8 | -8 | -8 | -9 | -14 | 105
2 | COCCCNC(=O)c1ccc(Cn2c(=O)c3ccccc3n(Cc3ccccc3C#N)c2=O)cc1 | 4 | -0.3 | 119 | -6 | -2 | -2 | -18 | -12 | 115
3 | O=C(O)c1ccc(-c2noc(-c3ccccc3Cl)n2)cc1 | 5 | -1.4 | 109 | -8 | -3 | x | x | x | 109
4 | Cc1ccc(-c2nc(=S)c3c(n2CCN2CCOCC2)CC(C)(C)OC3)cc1 | 9 | -2.3 | 105 | -24 | 2 | 10 | 16 | -8 | 103
5 | CC1CCN(c2ccc3nnc(CCC(=O)NCC(C)c4ccccc4)n3n2)CC1 (stereo not drawn) | -3 | -0.6 | 97 | -10 | -6 | 0 | 8 | -52 | 101
6 | Cc1cccc(-n2ncc3c(N(CCO)CCO)ncnc32)c1 | 8 | 2.0 | 109 | -2 | 1 | 2 | -1 | 0 | 109
7 | O=C(c1cc(-c2cccc(Cl)c2)on1)N1CCc2ccccc2C1 | -1 | 0.3 | 106 | -3 | -7 | -6 | -14 | -12 | 103
8 | Cc1ccccc1C(=O)NC(=S)Nc1ccccc1C(F)(F)F | 2 | 3.4 | 105 | 1 | -5 | 7 | -18 | -3 | 105
9 | N#CC1=C(SCC(=O)Nc2cccc3cccnc23)NC(=O)C(C#N)C12CCCCC2 (stereo not drawn) | 2 | 2.6 | 100 | 37 | -6 | 0 | 3 | -15 | 102
10 | Cc1ccc(C(=O)N/C(=C\c2ccccc2)C(=O)NCc2cccnc2)cc1 | -6 | 1.5 | 98 | -11 | -7 | -10 | -23 | -6 | 100
11 | O=C(Nc1ccccc1)c1cccc(N2C(=O)C3C4CC(C(Br)C4Br)C3C2=O)c1 (stereo not drawn) | 6 | -0.7 | 110 | -10 | -3 | -6 | 10 | 27 | 107
12 | O=C(OCC(=O)N1CCN(c2ccccc2)CC1)c1cc(Cl)ccc1[N+](=O)[O-] | 6 | -8.4 | 110 | 36 | 1 | -6 | 12 | -26 | 104
13 | OC1CCN(Cc2ccc(OCc3ccccc3)cc2)CC1 | 3 | 0.1 | 114 | 4 | -12 | -1 | 1 | 1 | 108
14 | COC(=O)C(C)N1C(=O)S/C(=C\c2cc(C)n(-c3ccccn3)c2C)C1=O (stereo not drawn) | 4 | 4.0 | 101 | -7 | -5 | -2 | 4 | -26 | 104
15 | O=C(N/N=C/c1sc(N2CCOCC2)nc1-c1ccccc1)c1ccc(O)cc1 | 1 | 1.6 | 99 | 15 | -4 | 7 | 3 | -28 | 104
16 | Cn1c(SCC(=O)Nc2ccccc2-c2ccccc2)nnc1-c1ccco1 | 3 | 3.4 | 96 | -21 | -5 | 8 | 20 | -22 | 98
17 | CCC(=O)NC(=S)NNC(=O)c1ccccc1[N+](=O)[O-] | -3 | 1.3 | 98 | -13 | 0 | -8 | 6 | 3 | 105
18 | COCCN(C(=S)Nc1ccc(OC)cc1)C(C)c1cccs1 (stereo not drawn) | 1 | -5.1 | 107 | 0 | -4 | 1 | -4 | 3 | 126
19 | O=C(/C=C/c1ccccc1[N+](=O)[O-])N1CCN(C(=O)c2ccco2)CC1 | 1 | -2.7 | 98 | 34 | -4 | -7 | -2 | -4 | 103
20 | Cc1cccc(C(=O)NNC(=O)c2ccco2)c1 | 0 | -0.5 | 106 | 18 | -4 | 1 | 4 | -5 | 104
21 | CCOC(=O)N/N=C(\C)c1ccc(C)c([N+](=O)[O-])c1 | 1 | -1.8 | 108 | -11 | -10 | 0 | 6 | -2 | 132*
22 | CCOC(=O)c1c(NC(=O)Cn2nc(C(F)F)cc2C(F)F)sc(C)c1C | -1 | 3.4 | 98 | -10 | -4 | -2 | -8 | -4 | 96
23 | Cn1nc(C(F)(F)F)c(/C=N/OC(=O)c2ccccc2)c1SCc1ccccc1Cl | 1 | 5.9 | 105 | 12 | -6 | -1 | -5 | -3 | 101
24 | O=c1c2nnn(Cc3ccc(Cl)cc3)c2ncn1Cc1ccc(F)cc1 | -5 | 1.6 | 88 | 19 | x | 0 | -4 | 0 | 84
25 | CCNC(=O)Nn1c(C)nnc1C | 7 | 0.1 | 101 | -3 | -3 | 8 | 9 | -1 | 101
26 | COCCn1c(=NC(=O)c2nc3ccccc3s2)sc2cc(S(C)(=O)=O)ccc21 | 14 | 2.7 | 111 | -6 | -1 | 1 | -3 | -2 | 102
27 | O=C(C1CC1)N1CCc2cc(Br)cc(S(=O)(=O)NCCCN3CCCCC3)c21 | 1 | 0.5 | 103 | 9 | -9 | -6 | 8 | 5 | 101
28 | O=C(NC1CCCCC1)c1cc(-c2ccccc2Cl)on1 | 2 | -1.5 | 100 | 8 | -11 | 3 | -1 | -23 | 104
29 | O=[N+]([O-])c1ccccc1NC1CCN(Cc2ccccc2)CC1 | -4 | -0.6 | 96 | 8 | -5 | 13 | 14 | 6 | 100
30 | COc1ccc(NC(=O)CCCn2c(=O)c3sccc3n(Cc3cccc(C)c3)c2=O)cc1 | -2 | -1.2 | 92 | 30 | -2 | 2 | 2 | 0 | 87
31 | Nc1nonc1-n1nnc(C(=O)N/N=C/c2ccc(Cl)cc2)c1-c1ccc2c(c1)OCO2 | 1 | 0.6 | 97 | -53 | -6 | -3 | 15 | -13 | 101
32 | O=C(CCN1CCN(C(=O)c2ccco2)CC1)Nc1ccc(F)cc1 | 8 | -0.3 | 103 | 3 | 3 | 9 | -8 | -10 | 107
33 | O=C(CSc1ncn[nH]1)Nc1ccc2c(c1)CCC2 | -2 | 1.5 | 94 | -5 | -1 | -3 | 14 | 1 | 98
34 | COc1ccccc1NCC(=O)N/N=C/c1cccnc1 | 12 | 5.5 | 100 | 13 | -7 | -9 | -6 | -5 | 104
35 | Cc1ccc(S(=O)(=O)NNC(=O)C2CCN(Cc3ccccc3)CC2)cc1 | 4 | -0.2 | 109 | 10 | -2 | -9 | -21 | 4 | 103
36 | COc1ccc(CCNC(=O)CSc2nnc(CNC(=O)c3cc(OC)c(OC)c(OC)c3)o2)cc1OC | 0 | 0.9 | 101 | -2 | -4 | 3 | -2 | -28 | 102
37 | COc1ccc(N2CCN(C(=O)Cn3ncc4c([nH]c5ccccc54)c3=O)CC2)cc1 | 2 | 0.4 | 97 | 6 | 0 | 18 | 8 | -27 | 99
38 | S=c1[nH]nc(-c2cc(-c3ccccc3)n[nH]2)n1/N=C/c1ccc(Br)s1 | -4 | -1.7 | 93 | -2 | -6 | 19 | x | -10 | 99
39 | O=C(O)c1ccnc(Cl)c1 | -1 | -3.6 | 108 | -1 | -3 | 3 | 19 | -3 | 109
40 | CCN(CC(=O)Nc1ccc2c(c1)OCCO2)C(=O)C1CCCCC1 | 9 | 1.2 | 108 | -3 | -5 | 3 | 12 | -6 | 105
41 | C=CCOC(=O)C1=C(C)NC(=O)NC1c1ccc(Cl)cc1 (stereo not drawn) | 12 | -1.1 | 109 | 4 | 1 | -1 | -8 | -12 | 112
42 | CCc1ccc(NC(=O)C/C(C)=N/NC(=O)COc2ccc(C)cc2Br)cc1 | -8 | -1.6 | 93 | -4 | -5 | 22 | -15 | -19 | 98
43 | Cc1csc(N(C)C(=O)CSc2nnc(COc3ccccc3C)o2)n1 | 1 | 1.3 | 101 | -23 | -10 | 0 | -6 | -13 | 101
44 | COC(C(=O)Nc1ccc(S(=O)(=O)Nc2ccc(C)c(C)c2)cc1)c1ccccc1 (stereo not drawn) | -1 | -1.5 | 113 | -22 | -4 | -21 | -30 | -24 | 102
45 | COc1ccccc1/C=C/C=N/NC(=O)CN1CCN(Cc2ccccc2)CC1 | -19 | -1.1 | 90 | -7 | -5 | 0 | 11 | 14 | 86

Some of these compounds in order of number of heavy atoms, lowest first.
entry | Molecule | MEKK2 mut-MEK5 | CRFBP-R2 agonist | MEKK2 WT-MEK5 | CRFBP-R2 block | GalR3 antag | HCV NS3 hel inh | UBC9 SUMO inh | FID counter | MEKK3 PB1 HTS
39 | O=C(O)c1ccnc(Cl)c1 | -1 | -3.6 | 108 | -1 | -3 | 3 | 19 | -3 | 109
33 | O=C(CSc1ncn[nH]1)Nc1ccc2c(c1)CCC2 | -2 | 1.5 | 94 | -5 | -1 | -3 | 14 | 1 | 98
45 | COc1ccccc1/C=C/C=N/NC(=O)CN1CCN(Cc2ccccc2)CC1 | -19 | -1.1 | 90 | -7 | -5 | 0 | 11 | 14 | 86

Next section:
entry | Molecule | MEKK2 mut-MEK5 | CRFBP-R2 agonist | MEKK2 WT-MEK5 | CRFBP-R2 block | GalR3 antag | HCV NS3 hel inh | UBC9 SUMO inh | FID counter | MEKK3 PB1 HTS
46 | O=C1CSC(c2ccccc2[N+](=O)[O-])N1CCc1ccccc1 (stereo not drawn) | -9 | 0.8 | 89 | 28 | -7 | -5 | 4 | -10 | 89
47 | COC(=O)c1ccc(CSc2ccccc2C)o1 | 6 | -4.6 | 97 | 9 | -4 | -4 | -14 | -7 | 101
48 | O=c1cc[nH]c2ccc([N+](=O)[O-])cc12 | -7 | -0.5 | 98 | -5 | -4 | 0 | -2 | -2 | 99
49 | CCc1nnc(NC(=O)CSc2nnc(C3CCCCC3)n2-c2cccc(Cl)c2)s1 | 2 | -0.6 | 106 | -9 | -1 | -5 | 4 | -39 | 110
50 | Cc1ccc(C2/C(=C(\O)c3c(C)nc4ccccn34)C(=O)C(=O)N2CCN(C)C)o1 (stereo not drawn) | 24 | 2.4 | 106 | -15 | -7 | -7 | 13 | 1 | 123
51 | O=C(COC(=O)Cn1cnc2ccccc21)NCCCc1ccccc1 | 1 | -1.2 | 104 | 9 | -5 | -6 | 19 | 2 | 103
52 | Cc1nc2c(c(N3CCOCC3)n1)OCC(=O)N2 | 7 | 0.8 | 104 | -2 | 1 | -3 | 12 | -5 | 99
53 | Cc1c(C(=O)NCCSCc2c(Cl)cccc2Cl)cccc1[N+](=O)[O-] | 0 | 1.9 | 99 | -3 | 2 | -3 | -18 | -1 | 100
54 | COc1cc(CN2CCC(Cc3ccccc3)CC2)cc([N+](=O)[O-])c1O | 11 | -4.1 | 109 | 0 | -8 | 15 | 12 | 11 | 106
55 | O=C(CSc1c[nH]c2ccccc12)N1CCOCC1 | 2 | -0.2 | 108 | 6 | -5 | 0 | -1 | -2 | 106
56 | CCOc1ncccc1C(=O)OCC(=O)Nc1ccc(-c2nc3ccc(C)cc3s2)cc1 | -2 | 1.2 | 93 | -9 | 2 | 3 | 33 | 2 | 91
57 | COCCCNC(=O)c1ccc(N2CCOCC2)c(NS(=O)(=O)c2ccc(OC)cc2)c1 | 2 | -1.7 | 101 | -6 | -10 | 5 | 2 | -20 | 102
58 | Cc1ccc(S(=O)(=O)NNC(=O)c2ccc(NC(=O)C3CC3)cc2)cc1 | 0 | -0.3 | 98 | 6 | -1 | 2 | 2 | -23 | 98

Assay outcomes as filed in PubChem.

This is a subset; rates above refer to the full screens.
